E-sel inducer: induces E-selectin expression in human endothelial cells; 260,000 tested, 0.37% active; HUVEC E-selectin immunofluorescence imaging; normalized: neutral wells 0, TNF-alpha wells 100; activation, % at 7.58 µM; P16581; AID 686992;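 active = mean E-selectin-positive cell signal at least 10% of the positive control, reached in at least 60% of replicates, without over 20% cell loss; inconclusive = no rule given, readout overlaps actives, possibly toxicity-flagged; inactive = the rest, including those meeting only one limit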;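 note: in these data hits start at about 27%; measured in HUVEC primary endothelial cells; signal is the percent of cells scored E-selectin positive by PE staining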
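Test system: HUVEC; input: 3,000 HUVEC/well; measured by: immunofluorescence imaging; read-out: % PE-positive cells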
RAD54 inh: blocks human RAD54 Holliday junction branch migration; Q92698; FAM/BHQ fluorescence; inhibition, % at 10.4 µM; 360,000 tested, 0.14% active; AID 602329;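 active = mean normalized replicate activity at least 40 and at least half of replicates scoring 40 or more; inconclusive = only one of the two criteria met; inactive = mean below 40 and under half of replicates reaching 40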;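 note: 0% = median of neutral control wells and 100% = median of positive control wells; inhibitors cause a drop in the FAM fluorescence signal; in these data hits start at about 50%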
Target sequence (Q92698 whole entry, looked up): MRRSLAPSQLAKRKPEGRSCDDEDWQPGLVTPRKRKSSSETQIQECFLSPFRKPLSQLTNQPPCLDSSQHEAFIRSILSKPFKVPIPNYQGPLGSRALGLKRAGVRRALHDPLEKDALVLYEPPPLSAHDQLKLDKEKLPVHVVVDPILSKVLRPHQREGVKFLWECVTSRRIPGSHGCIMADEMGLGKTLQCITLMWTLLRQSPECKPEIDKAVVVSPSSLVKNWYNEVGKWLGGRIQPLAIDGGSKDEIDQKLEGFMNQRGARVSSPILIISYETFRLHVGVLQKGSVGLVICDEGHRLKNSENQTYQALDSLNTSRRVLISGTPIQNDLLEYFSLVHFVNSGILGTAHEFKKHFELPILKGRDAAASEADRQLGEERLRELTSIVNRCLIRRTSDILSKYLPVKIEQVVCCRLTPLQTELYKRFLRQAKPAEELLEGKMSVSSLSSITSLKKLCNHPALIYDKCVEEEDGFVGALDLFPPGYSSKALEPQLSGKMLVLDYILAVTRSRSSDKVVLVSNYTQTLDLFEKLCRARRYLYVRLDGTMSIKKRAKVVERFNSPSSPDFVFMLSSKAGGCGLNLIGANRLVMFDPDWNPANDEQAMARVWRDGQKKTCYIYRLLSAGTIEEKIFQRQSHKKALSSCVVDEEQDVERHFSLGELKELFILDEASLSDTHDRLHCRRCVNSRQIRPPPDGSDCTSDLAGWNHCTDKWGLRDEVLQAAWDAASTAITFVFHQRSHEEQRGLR
PGC1a acetyl inh: lowers PGC1a acetylation signal in U2OS cells; AlphaScreen anti-acetyl-lysine; with virally co-expressed GCN5 acetyltransferase; inhibition, % at 15.6 µM; AID 651687; 350,000 tested, 0.17% active;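 active = every replicate shows inhibition of at least 40%; inconclusive = mean inhibition at least 40% but some replicate below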;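 note: 0% = neutral control wells and 100% = positive control wells; some results beyond the cut were filed as inactive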
ERAP1 inh: blocks human ERAP1 aminopeptidase activity. inhibition, % at 10.7 µM. 340,000 tested, 0.15% active. Q9NZ08. recombinant ERAP1, Leu-AMC fluorescence, 60 min;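 active = mean replicate inhibition of at least 30%, or all replicates individually reaching that 30% level; inactive = mean below 30% and not every replicate reaching it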;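 note: 0% = neutral control wells and 100% = L-leucinethiol positive control wells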
PglD DTNB: inhibitors of Campylobacter jejuni PglD acetyltransferase; purified PglD enzyme, DTNB colorimetric CoA detection; inhibition, % at 12.5 µM; 360,000 tested, 0.098% active; AID 602405; in the data active = inhibition above about 16%, passing the limit was not always enough; inconclusive = no clear call, values can overlap the other calls; note: strong numbers were not always called active
miR122 inh: miR-122 inhibition in Huh7 cells; activation (reporter increase), % at 12.5 µM; 340,000 tested, 0.3% active; Huh7 miR-122 Renilla luciferase sensor, 48 h; neutral wells = 0, positive control = 100;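 active = mean replicate activation score at least 90 and every replicate individually at or above 90; inconclusive = only one of the two criteria met; inactive = neither criterion met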;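 note: higher luciferase means less miR-122 activity so hits act as miR-122 inhibitors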
Cneo AK release: Cryptococcus neoformans lysis via adenylate kinase release | C. neoformans lysis, adenylate kinase release luminescence, 4 h; normalised: neutral wells 0, clomiphene wells 100 | lysis activity, % at 15 µM | 360,000 tested, 0.2% active | AID 651654;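 active = mean lysis activity across replicates of at least 80%, whatever share of replicates individually reach that level; inactive = mean lysis activity below 80%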
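Assay system: Cryptococcus neoformans yeast cells / Dosing: single-point compound dose / Timing: 4 h at 37 °C static, read 1 h later / Measured by: luminescence of released adenylate kinase using an AK detection reagent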
RAD52 inh: blocks human RAD52 DNA annealing. P43351. recombinant RAD52 DNA annealing, FRET fluorescence. inhibition, % at 18.7 µM. 360,000 tested, 0.46% active. AID 651710;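 active = every replicate showing at least 50% inhibition; inconclusive = mean inhibition at least 50% but not in every replicate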
* hit, by the source's call; ? = inconclusive; nt = no result given; [ ] = dose if it differs, or a comment.

| SMILES | Cneo AK release | RAD54 inh | E-sel inducer | PglD DTNB | ERAP1 inh | PGC1a acetyl inh | RAD52 inh | miR122 inh |
| --- | --- | --- | --- | --- | --- | --- | --- | --- |
| CC(C)c1ccc(NS(=O)(=O)c2ccc(-n3cccn3)cc2)cc1 | 2 | 2 | nt | -5 | 1 | 4 | -15 | 21 |
| COC(=O)C1=C(C(=O)OC)[C@@H]2N(C)c3ccc(OC)cc3[C@@]23C[C@@H](C(=O)OC)N(S(=O)(=O)c2ccc(OC)cc2)C3=N1 | 4 | 6 | -0.7 | 9 | 0 | nt | -23 | 3 |
| O=C(Nc1cc(Cl)ccc1Cl)c1ccc(OC(=O)c2ccco2)cc1 | 0 | 5 | nt | 0 | nt | 6 | nt | 5 |
| COc1ccc(N2CCN(CCNS(=O)(=O)c3ccc(C)cc3)CC2)cc1 | -1 | 4 | 0.1 | 3 | -6 | nt | -5 | nt |
| COc1ccc(N2C(=O)C(CC(=O)Nc3ccc(F)cc3)N(CCc3ccc(OC)c(OC)c3)C2=O)cc1 (stereo not drawn) | 0 | -8 | nt | -2 | 1 | 7 | -23 | -14 |
| O=C(NCC1CCCO1)C1c2ccccc2Oc2ccccc21 (stereo not drawn) | nt | nt | -0.2 | nt | -9 | -6 | -19 | nt |
| O=C(CN1CCN(S(=O)(=O)c2ccc(F)c(Cl)c2)CC1)N1CCOCC1 | 3 | -4 | nt | -1 | 3 | -3 | -4 | -2 |
| Cc1noc(C)c1S(=O)(=O)N(C)C[C@H]1OCCCC[C@H](C)Oc2ccc(NS(=O)(=O)c3cccs3)cc2C(=O)N([C@H](C)CO)C[C@@H]1C | 0 | -3 | -0.1 | -7 | 3 | -7 | -41 | 1[16.7 µM] |
| O=C(COc1ccccc1Cl)Nc1cnn(Cc2ccccc2)c1 | 12 | -5 | nt | 4 | nt | -3 | nt | 0 |
| COc1ccc(C2Nc3ccccc3C(=O)N2c2ccccc2)cc1COc1ccccn1 (stereo not drawn) | -1 | -2 | nt | -6 | -14 | -5 | 3 | -3 |
| COc1ccc(Oc2ccc(C(F)(F)F)cc2N)cc1 | 3 | -7 | 0.2 | 4 | nt | 7 | -18 | 0 |
| C[C@@H]1CN([C@H](C)CO)C(=O)CCCn2cc(nn2)CO[C@H]1CN(C)Cc1ccc2c(c1)OCO2 | 9 | 7 | -0.2 | 1 | -3 | 2 | 5 | -1[16.7 µM] |
| COc1ccc(CNC(=O)CNC(=O)CNS(=O)(=O)c2ccc(C)c(C)c2)cc1 | 2 | 4 | -0.2 | 0 | -1 | nt | -11 | nt |
| Cc1ccc(NC(=O)COC(=O)c2cc(=O)c3ccccc3o2)c(Br)c1 | -1 | -5 | -0.4 | -2 | -3 | 1 | -6 | 1 |
| COc1ccc(NC(=S)NC(=O)c2cc3ccccc3o2)c(OC)c1 | -2 | 4 | 0.0 | -11 | 3 | nt | -9 | -3 |
| O=C(Nc1cccc(F)c1)N1CC(=O)N2[C@H](CO)[C@H](c3ccc(C#CCC4CCCC4)cc3)[C@H]2C1 | nt | nt | -0.6 | nt | 0 | -21 | 1 | nt |
| Cc1ccc(Cn2ccsc2=NC(=O)COC(=O)c2ccc(O)cc2O)cc1 | -13 | -5 | -0.1 | 6 | 3 | nt | -24 | nt |
| O=C(O)c1cccc2c1C(=O)c1cc(Br)ccc1S2(=O)=O | 4 | -1 | -0.1 | -3 | -1 | nt | -12 | nt |
| FC(F)(F)c1nnc2ccc(N3CCCCCC3)nn12 | 1 | 7 | nt | 2 | nt | 5 | nt | 3 |
| CCOC(=O)C1CCCN(c2c(N3CCN(c4ccccn4)CC3)c(=O)c2=O)C1 (stereo not drawn) | -1 | -5 | nt | -2 | -2 | 4 | -3 | -8 |
| Oc1ccccc1CN1CCCN(Cc2ccccc2O)C1 | 0 | -6 | nt | -7 | nt | 2 | nt | -15 |
| C/C=C/c1ccc([C@@H]2[C@@H](C#N)N(c3nc(-c4ccccc4)cs3)[C@@H]2CO)cc1 | 1 | -2 | 0.0 | 2 | -2 | -4 | -26 | nt |
| O=C(Cc1ccc(Cl)cc1)NCCCNC(=O)c1cccnc1 | -1 | 2 | -0.1 | 0 | 2 | nt | -14 | -1 |
| Cc1noc(C)c1S(=O)(=O)Nc1ccc2c(c1)C(=O)N([C@@H](C)CO)C[C@H](C)[C@@H](CN(C)C)OCCCC[C@@H](C)O2 | 52 | -4 | -0.1 | 0 | -3 | 17 | -39 | 2[16.7 µM] |
| CCCCn1c(N)c(N(C(=O)CSc2nnnn2-c2ccccc2C)C2CCCC2)c(=O)[nH]c1=O | 1 | 2 | nt | 1 | -8 | 2 | -14 | -12 |
| Nc1nc(SCc2ccccc2Cl)nc2nc3c(cc12)CCCC3 | 3 | -14 | nt | -2 | nt | 32 | nt | -2 |
| COC(=O)C1c2ccccc2-c2ccccc21 | -3 | 10 | -0.9 | 1 | -5 | -9 | -7 | -3 |
| COc1ccc(F)cc1C(=O)C1CCCN(Cc2cn(C)c3ccccc23)C1 (stereo not drawn) | -1 | -2 | nt | 2 | 4 | -9 | -34 | 9 |
| O=C(O)c1oc2ccccc2c1-n1cccc1 | 1 | -11 | nt | -5 | nt | -8 | nt | 12 |
| CO[C@@H]1CN(C)C(=O)c2cc(NC(C)=O)ccc2OC[C@@H](C)N(Cc2ccncc2)C[C@H]1C | -3 | 3 | -0.3 | 2 | 2 | -3 | 5 | 6[16.7 µM] |
| Cc1nc2cc(Cl)ccc2n1-c1ccccc1 | 3 | 5 | nt | -4 | nt | 14 | nt | nt |
| Cc1nn(-c2ccccc2)c2[nH]c(C(F)(F)F)cc(=O)c12 | -4 | -13 | nt | 3 | nt | -4 | nt | 1 |
| COC(=O)c1cc(OC)c(OC)cc1NC(=S)N1CCN(Cc2ccccc2)CC1 | 0 | 5 | nt | 3 | nt | 8 | nt | -2 |
| C[C@H]1CCCCO[C@H](CN(C)Cc2ccncc2)[C@@H](C)CN([C@@H](C)CO)C(=O)c2cc(NC(=O)CCCN(C)C)ccc2O1 | 98* | 1 | -0.1 | -46 | -2 | 6 | -12 | 6[16.7 µM] |
| O=C(NOC(=O)c1cc(Br)ccc1Cl)c1cccs1 | -1 | 0 | nt | -6 | nt | -10 | nt | -3 |
| CC1CCc2c(nc3sc4c(c3c2N)CCCC4)C1 (stereo not drawn) | 0 | -2 | nt | -2 | 8 | -12 | -6 | 13 |
| COc1cccc(Cn2c(Oc3cccc(C)c3)nc3c2c(=O)n(C)c(=O)n3C)c1 | 10 | -15 | nt | 5 | nt | -1 | nt | 1 |
| C[C@@H]1CN([C@@H](C)CO)C(=O)c2cc(NC(=O)c3ccncc3)ccc2O[C@@H]1CN(C)S(=O)(=O)c1cccs1 | -1 | -2 | 0.1 | -2 | 3 | 6 | -7 | 6[16.7 µM] |
| C=CCNC(=S)/N=c1/ccccn1Cc1ccccc1 | -1 | -9 | nt | -1 | 0 | 16 | -12 | -1 |
| Cc1c(C(=O)N2CCc3ccccc3C2)sc2nc(-c3ccccc3)cn12 | 3 | 13 | nt | 7 | nt | 8 | nt | 6 |
| CCOC(=O)C1=C(C)C(c2ccc(OC)cc2)NC(=S)N1 (stereo not drawn) | 3 | 10 | nt | -1 | nt | 7 | nt | -4 |
| Cc1ccc(S(=O)(=O)/N=S(\C)CC2CC2(Cl)Cl)cc1 (stereo not drawn) | 7 | 8 | nt | 7 | nt | -4 | nt | -2 |
| Cc1ccc(NC(=O)C2CCN(S(=O)(=O)c3ccc(N4CCCC4=O)cc3)CC2)cc1Cl | 7 | -1 | nt | 0 | -1 | -6 | -9 | -6 |
| Oc1ccc2ccccc2c1CN1CC2CCC(CC2)C1 | 7 | 1 | -0.4 | -3 | -2 | 4 | -18 | 3 |
| C[C@H](CO)N1C[C@H](C)[C@@H](CN(C)S(C)(=O)=O)OCCCC[C@H](C)Oc2ccc(NS(=O)(=O)c3ccc(F)cc3)cc2C1=O | -3 | -3 | -0.2 | 0 | 1 | 13 | 1 | 6[16.7 µM] |
| C[C@H]1CN([C@@H](C)CO)C(=O)c2cccc(NC(=O)c3ccc(-c4nccs4)cc3)c2O[C@@H]1CN(C)C(=O)Nc1ccc2c(c1)OCO2 | -1 | 1 | -2.1 | 4 | 0 | 3 | 28 | -5[16.7 µM] |
| COc1ccccc1-c1noc2c1C(=O)N(Cc1cn(-c3ccc(Cl)cc3)nn1)CC2 | -5 | 2 | -0.1 | 1 | -3 | -27 | -9 | -2 |
| COc1cccc(-c2ccc3n(c2=O)C[C@H]2[C@H](CO)[C@@H](C(=O)N(C)C)N(C(=O)C4CCCC4)[C@@H]32)c1 | -9 | 12 | -0.1 | -2 | 0 | nt | -3 | -3[16.7 µM] |
| CC(NC(=S)Nc1ccc(F)cc1)c1ccccc1 (stereo not drawn) | 10 | -6 | nt | 1 | 0 | -7 | -7 | 19 |
| CCN(CC)c1ccc(/C=C/c2ccc3ccc(OC)cc3[n+]2CC)cc1 | -3 | -3 | nt | -3 | 2 | -6 | -34 | -25 |
| Cc1ccc(S(=O)(=O)N[C@@H](C)C(=O)N2CCC(C(=O)N3CCC[C@H]3C(=O)O)CC2)cc1 | -2 | 12 | nt | 3 | nt | -27 | nt | -3 |
| CC(/C=N/NC(=O)c1cc(-c2ccc(Cl)cc2)nc2ccccc12)=C\c1ccco1 | 2 | -1 | nt | 2 | 4 | ? | 1 | -2 |
| CCN(C(=O)COC(=O)CSc1ccc([N+](=O)[O-])cc1)C1CCS(=O)(=O)C1 (stereo not drawn) | 0 | -14 | nt | 0 | 1 | 0 | -11 | 7 |
| O=C(C[C@H]1CC[C@@H](NC(=O)Nc2cc(F)ccc2F)[C@@H](CO)O1)NCc1ccccn1 | -4 | -1 | 0.3 | -2 | 0 | -14 | 7 | 2[16.7 µM] |
| C[C@H]1CN([C@@H](C)CO)S(=O)(=O)c2ccc(C3=CCCC3)cc2O[C@H]1CN(C)C | 1 | -11 | -0.2 | -3 | -6 | -22 | 19 | -4[16.7 µM] |
| CO[C@H]1CN(C)C(=O)c2cc(NS(C)(=O)=O)ccc2OC[C@H](C)N(C)C[C@H]1C | 1 | 4 | 0.6 | -1 | 0 | 8 | -9 | nt |
| CC(C)Nc1nc(NC(N)=S)nc(NC(C)(C)C)n1 | nt | nt | 0.4 | nt | -11 | 8 | -2 | nt |
| O=C1CN(Cc2ccccc2)C(=NCc2ccco2)S1 | 1 | -4 | nt | -4 | nt | 9 | nt | nt |
| COCC(=O)N1[C@H](CO)[C@@H]2c3ccccc3N(C(=O)NC(C)C)C[C@@H]21 | nt | nt | -0.1 | nt | 2 | 6 | -11 | nt |
| O=C(Nc1ccccc1)N(CCCN1CCOCC1)Cc1cc2cc3c(cc2[nH]c1=O)OCCO3 | -1 | 11 | nt | 3 | nt | -6 | nt | -3 |
| COc1ccc(-c2nnc(SCC(=O)N3CCCC3)o2)c(OC)c1 | -2 | -6 | -0.2 | -6 | 0 | -17 | 3 | -3 |
| CCOC(=O)C1CCCN(S(=O)(=O)c2cnc(Cl)c(Br)c2)C1 (stereo not drawn) | 1 | 3 | nt | -4 | -5 | -8 | -7 | -8 |

Some values from the list:
For PglD DTNB, C[C@H]1CN([C@@H](C)CO)S(=O)(=O)c2ccc(C3=CCCC3)cc2O[C@H]1CN(C)C shows -3
For PGC1a acetyl inh, O=C1CN(Cc2ccccc2)C(=NCc2ccco2)S1 shows 9

Not a hit list, and some 1.4% of all compounds hit somewhere here.
